# GLP-1R agonist – GLP-1 receptor (human) agonism | P43220 | HEK293 GLP-1R CRE-luciferase, luminescence, 4-6 h; cells express a hypersensitive GLP-1R form | Potency, µM (titrated, usually from 45.6 µM), for inactives: top-dose activation, hits mostly activators | actives 0.007% (n = 380,000) | AID 624172; note: potency is the fitted concentration of half-maximal effect; % of control where 0% means no effect
# Target sequence (P43220 whole entry, looked up): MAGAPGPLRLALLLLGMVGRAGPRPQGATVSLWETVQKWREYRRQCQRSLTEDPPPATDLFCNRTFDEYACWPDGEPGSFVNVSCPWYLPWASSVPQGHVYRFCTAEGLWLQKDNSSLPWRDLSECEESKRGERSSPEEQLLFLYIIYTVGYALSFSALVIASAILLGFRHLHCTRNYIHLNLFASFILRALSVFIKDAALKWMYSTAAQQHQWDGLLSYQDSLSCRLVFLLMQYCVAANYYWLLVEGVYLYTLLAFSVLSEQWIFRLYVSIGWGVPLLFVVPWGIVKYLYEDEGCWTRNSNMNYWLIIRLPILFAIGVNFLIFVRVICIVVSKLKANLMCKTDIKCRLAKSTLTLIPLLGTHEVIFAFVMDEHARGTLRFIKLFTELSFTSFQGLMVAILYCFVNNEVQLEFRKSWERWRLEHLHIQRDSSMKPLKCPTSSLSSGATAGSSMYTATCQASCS
# DRD3 agonist – activates the human D3 dopamine receptor; actives 0.58% (n = 410,000); P35462; D3R DiscoveRx beta-arrestin cells, luminescence, 90 min; max activation, %; in the data active = max activation above about 30%; note: 0% is about no effect; mostly tested at two doses, the higher about 12 µM
# Target sequence (P35462 whole entry, looked up): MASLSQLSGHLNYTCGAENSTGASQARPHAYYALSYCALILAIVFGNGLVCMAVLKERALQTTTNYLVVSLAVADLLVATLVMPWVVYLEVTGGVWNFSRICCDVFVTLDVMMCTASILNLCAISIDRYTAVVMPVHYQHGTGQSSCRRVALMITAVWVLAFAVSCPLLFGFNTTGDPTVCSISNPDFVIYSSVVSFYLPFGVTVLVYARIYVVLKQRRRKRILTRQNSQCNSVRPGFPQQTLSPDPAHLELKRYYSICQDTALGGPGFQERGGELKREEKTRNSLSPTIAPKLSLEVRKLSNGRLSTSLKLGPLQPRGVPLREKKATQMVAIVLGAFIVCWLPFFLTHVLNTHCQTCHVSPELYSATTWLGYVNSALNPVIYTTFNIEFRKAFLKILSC
#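 Agonist-mode cell screen: cells plated at 1500/well and incubated overnight at 37 °C, then exposed to library compounds for 90 min at 37 °C. Detection reagent was added for 30–60 min at room temperature, and luminescence was read.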
# IL1B secr inh – inflammasome signaling inhibition, IL-1 beta readout | activity change, % at 57.5 µM | THP-1 LPS/ATP IL-1B secretion, AlphaLISA, 16 h; active compounds read low | AID 743279 | actives 4.7% (n = 360,000); in the data active = activity change below about -50%; inconclusive = mostly about -30% to -49%; note: % is set by controls: 0 for no effect and ±100 for the full control effect
#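 Secreted IL-1B measured by AlphaLISA bead assay after 16 h compound exposure of THP-1 cells; compounds (final up to 57.5 uM) added 1 h before LPS (250 ng/mL) and ATP (1.25 mM) stimulation; lower signal means less secretion.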
# SW480 rerep – induces DNA re-replication in SW480 colon adenocarcinoma cells; SW480 DNA re-replication, Hoechst DNA content imaging, 48 h; Potency, µM (highest dose often 46.1 µM), for the others: top-dose re-replication activation, usual class: activators; actives 1.8% (n = 340,000); AID 624297; note: potency is the fitted concentration of half-maximal effect; % of control where 0% means no effect; nearly all actives have a fitted effect of over 55% in size
#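 SW480 cells exposed to compounds for 48 hr at 37 C, 5% CO2, then Hoechst-stained 40 min. Nuclear DNA content imaged by fluorescence scanning (405 nm excitation, 500-530 nm emission); re-replication scored as increased high-intensity nuclei.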
# KB-V1 cytotox – KB-V1 MDR subline cytotoxicity | KB-V1 MDR cells viability, CellTiter-Glo, 72 h | Potency, µM (doses to about 46.1 µM), without a hit: at the top dose activity change, negative = cytotoxicity, actives largely listed as cytotoxic | actives 3.4% (n = 400,000) | AID 1347076; note: potency is the fitted concentration of half-maximal effect; % is set by controls: 0 for no effect and ±100 for the full control effect; nearly all actives have a fitted effect of over 60% in size
#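 Cytotoxicity via CellTiter-Glo luminescence after 72 h compound exposure at 37 degrees C. Cells: drug-selected KB-V1 line, DMEM phenol-red free plus 10% FBS. Compounds tested at multiple concentrations; normalized data fitted to concentration-effect curves.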
# HT1080NT lethal – kills 2HG-producing HT-1080-NT fibrosarcoma cells; HT-1080-NT fibrosarcoma viability, CellTiter-Glo ATP luminescence, 48 h; Potency, µM (highest dose often 46.1 µM), without a hit: at the highest dose activity, negative = less viability, most hits filed as cytotoxic; actives 1.6% (n = 360,000);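 note: NT is the 2HG producing partner of a matched IDH1 knockdown line; potency is the fitted concentration of half-maximal effect; 0% = DMSO-treated cells and -100% = media-only wells without cells; nearly all actives have a fitted effect of over 55% in size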
#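 Read-out is CellTiter-Glo luminescence after 10 minutes at room temperature, following 48 hours' compound treatment of HT-1080-NT cells (750 cells/well, RPMI, 5% FBS, 37 degrees C).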
# HT1080 IDH1KD tx – toxicity to HT-1080 IDH1 knockdown cells (counter line) | HT-1080 IDH1 knockdown viability, ATP luminescence, 48 h | Potency, µM (titrated, usually from 46.1 µM), inactives show top-dose activity, negative = toxicity, hits mostly cytotoxic | actives 2% (n = 360,000);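 note: potency is the fitted concentration of half-maximal effect; 0% = DMSO wells and -100% = cell-free medium wells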
#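 Assay cells: HT-1080 with IDH1 knockdown, 750 per well, RPMI/5% FBS. Exposure: 48 h at 37 °C following 2 h pre-incubation. Read: CellTiter-Glo luminescence; fitted concentration-response, curve class assigned.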
# DRD3 antagonist – blocks the human D3 dopamine receptor. P35462. D3R cells, DiscoveRx beta-arrestin luminescence, antagonist mode; active compounds read low. max response, negative = inhibition, %. actives 2.5% (n = 360,000). AID 652054; in the data active = max response below about -50%; inconclusive = no clear call, values can overlap the other calls; note: % is set by controls: 0 for no effect and ±100 for the full control effect; mostly tested at two doses, the higher about 12 µM
#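 Cells expressing the human receptor were seeded at 1500 cells/well, incubated overnight at 37 degrees C in 5% CO2, then exposed to library compounds with dopamine controls for 90 minutes at 37 degrees C before luminescent detection.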
# KB-3-1 cytotox – KB-3-1 parental cell cytotoxicity; KB-3-1 viability, CellTiter-Glo ATP luminescence, 72 h; Potency, µM (highest dose often 46.1 µM), inactives show top-dose activity change, negative = cytotoxic, actives largely listed as cytotoxic; actives 1.4% (n = 400,000); AID 1347075; note: potency is the fitted concentration of half-maximal effect; % is set by controls: 0 for no effect and ±100 for the full control effect; nearly all actives have a fitted effect of over 60% in size
#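 Multi-concentration cytotoxicity screen in KB-3-1 cells grown in DMEM lacking phenol red with 10% FBS. After 72 h at 37 °C with compound, ATP-dependent luminescence was recorded.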
# Numbers without * were called inactive; ? = inconclusive; / = no result given; & = joins results of further samples; [ ] = another dose, or the depositor's remark. Unless noted, calls come from the whole dose curve; as a rule, active = well fitted curve in the direction sought with a large enough effect; inconclusive = small, poorly fitted or top-dose-only effect, or another doubt; inactive = no such curve, though single readings can be large; an effect the other way counts as inactive or inconclusive.
SMILES,GLP-1R agonist,DRD3 agonist,IL1B secr inh,SW480 rerep,KB-V1 cytotox,HT1080NT lethal,HT1080 IDH1KD tx,DRD3 antagonist,KB-3-1 cytotox
Cc1nn(Cc2ccccc2Cl)c2sc(C(=O)NCCCn3ccnc3)cc12,13%,-3,0,0%,1%,-3%,-23%,-21,0%
CCCC(=O)N1CCc2cc(OC)c(OC)cc2C1c1cc2cc3c(cc2[nH]c1=O)OCO3 (centres undefined),14%,4,?,-6%,-2%,-3%,6%[9.24 µM],7,3%
CCCNC(=O)c1cc2c(c(-c3cccc(-c4ccc(C#N)cc4)c3)n1)[C@@H](CCO)N(C(=O)CC)C2,-2%,-10,/,/,?,?,-28%,?,-7%
CC(Sc1nnnn1-c1ccccc1)C(=O)Nc1ccc(Cl)cn1 (centres undefined),-5%,2,-7,-2%,18µM*,11%,6%,-11,-7%
C#CCN(C[C@H]1[C@H](OC(=O)NCc2ccc(OC)c(OC)c2)[C@H](OC(=O)NCc2ccc(OC)c(OC)c2)C[C@H]2C(=O)N(c3ccccc3)C(=O)[C@@H]12)S(=O)(=O)c1ccc(C)cc1,-1%,-1,-2,/,48%,-3%,-1%,-22,18%
COCc1cc(N2CCN(c3ccccc3F)CC2)nc(-c2ccccc2)n1,11%,5,38,1%,-18%,3%,-8%,17,7%
Cc1cc(OC(=O)c2ccc(Cl)cc2Cl)nc(C)n1,-10%,-2,10,-9%,10%,1%,2%,-8,6%
COc1ccc2[nH]c(C)c(C(=O)CN3CCOCC3)c2c1,-10%,1,-8,-3%,-3%,1%,1%,7,-2%
CC(=O)Nc1ccc(NC(=O)CSc2nnc(-c3cc4ccccc4o3)n2C)cc1,10%,-1,20,-14%,11%,-18%,-4%,10,?
O=S(=O)(c1ccc(Cl)cc1)N1CCN=C1SCc1cccc(Cl)c1,?,3,16,-13%,21µM*,-10%,-15%,5,0%
Cc1ccc(C)c(C(=O)N(Cc2nc(-c3ccc(Cl)cc3)no2)C(C)C)c1,8%,13,-8,2%,17%,0%,-18%,21,9%
O=S(=O)(N[C@@H]1CC[C@H](CCNS(=O)(=O)c2ccccc2Cl)O[C@@H]1CO)c1ccccc1,/,4,-11,/,-11%,12%,0%,-4,-1%
CC1c2cc3c(cc2CCN1C(=O)c1cccc(F)c1)OCCCO3 (centres undefined),15%,1,-14,13%,?,?,?,-21,?
Cc1cc(N/N=C\c2ccccc2)nc(-c2ccccc2O)n1,-6%,18,?,3%,-27%,?,?,9,?
Cc1cc(C(=O)Nc2ccc(Br)cc2F)n(-c2ccccc2)n1,1%,2,?,-1%,1%,2%,1%,8,1%
Cc1nc2sc(C(c3ccc(F)cc3)N3CCOCC3)c(O)n2n1 (centres undefined),-7%,-8,-5,1%,?,6%,8%,-6,2%
COc1ccc(C(=O)N/N=C\c2ccc(OC)c(COc3ccccc3Br)c2)c(OC)c1,1%,2,-14,135%,16µM*,1%,?,11,?
Cc1c(/C=N/NC(=O)c2cc(Br)ccc2O)c(=O)n(C)c(=O)n1C,12%,-1,-4,-11%,16%,0%,-2%,7,-7%
CC(C)(C)c1ccc2cccc(F)c2n1,1%,0,42,/,4%,18%,18%,17,0%
CCCSc1nc(-n2ncc(C#N)c2N)c2c3c(sc2n1)CCC(C)C3 (centres undefined),5%,-1,14,-20%,-15%,-23%,-20%,14,-17%
Cc1cc(C(=O)N/N=C2\CC(=O)CC(C)(C)C2)c(C)n1-c1ccccc1,-1%,-12,2,7%,?,-9%,-15%,-15,0%
O=C(Nc1ccc(Cl)c(Cl)c1)C1=Cc2ccccc2OC1,-20%,-1,?,3%,-14%,?,?,80,-30%
COc1ccc2oc(C(=O)Nc3ccccn3)c(C)c2c1,-1%,3,-10,10%,?,-24%,-19%,-2,?
CN1[C@@H]2CC[C@H]1CC(OC(=O)c1c[nH]c3ccccc13)C2 (some centres undefined),-2%,-3&1,-4,0%,-2%,-5%,-10%,9,0%
COc1cc(NC(=S)N2CCN(c3ccccn3)CC2)cc(OC)c1,1%,2,-4,-4%,-1%,1%,-4%,-15,9%
O=C(CNC(=O)Cc1ccccc1)N=Nc1c(O)[nH]c2ccccc12,6%,2,17,-1%,-5%,17%,23%,9,?
Oc1ccc(Cl)cc1CNc1ccccn1,5%,-6,-6,?,?,-28%,-22%,-7,6%
Cc1ccc(NC(=O)Cn2cc(S(=O)(=O)c3ccc(C)cc3)c(=O)c3cc(F)ccc32)cc1,-2%,-3,11,13%,28%,-22%,-4%,-2,1%
C/C(=N/NC(=O)CNC(=O)Cc1ccccc1)c1ccc(Cl)cc1,18%,10,-1,-2%,0%,6%,4%,11,1%
COc1ccc(C(=O)NNC(=S)NC(=O)c2ccc(Br)o2)cc1OC,-1%,6,51,13%,?,-19%,?,1,-29%
CSc1ccccc1C(=O)NC1CCCCCC1,11%,4,0,-2%,-2%,10%,-17%,6,0%
O=C(NN=c1c(=O)c2ccccc2c1=O)c1ccccc1,-2%,-18,?,-1%,-18%,12%,0%,?,-4%
COc1cccc([C@@H]2Oc3ccc(Br)cc3C(=O)[C@H]2OC(=O)NC2CCCC2)c1,-3%,9,-61*,14%[9.22 µM],-22%,-24%,?,8,?
CCn1c(-c2cccs2)nc2ccccc21,13%,-7,-2,3%,7%,13%,15%,19,16%
O=C(CSc1nnc(-c2ccco2)o1)Nc1c(F)cccc1F,-2%,1,0,-15%,-10%,1%,-2%,6,2%
Nc1nnc2cc(Br)ccc2n1,3%,-8,-29,/,-13%,-4%,0%,-13,-8%
COCCCNC(=O)Cn1c(=O)oc2cc(S(=O)(=O)N3CC(C)CC(C)C3)ccc21 (centres undefined),-1%,-1,14,?,?,4%,-3%,11,-8%
COc1ccccc1CNC(=O)[C@H](C)NC(=O)C1CCN(C(=O)[C@@H](N)CC(C)C)CC1,5%,5,-2,-14%,-5%,-11%,1%,13,2%
C/C(N)=C(/C#N)C(=O)COC(=O)c1ccccc1C(=O)c1ccc(C)cc1,11%,12,-3,-5%,?,-2%,-1%,5,-14%
CC(C)(O)C#Cc1ccc(CN2CCN(Cc3ccsc3)C(CCO)C2)cc1 (centres undefined),16%,-9,16,-4%,-21%,1%,13%,-15,9%

# Complete entries as entered above. Order of values: GLP-1R agonist	DRD3 agonist	IL1B secr inh	SW480 rerep	KB-V1 cytotox	HT1080NT lethal	HT1080 IDH1KD tx	DRD3 antagonist	KB-3-1 cytotox
# `O=C(CNC(=O)Cc1ccccc1)N=Nc1c(O)[nH]c2ccccc12` is entered as 6%	2	17	-1%	-5%	17%	23%	9	?
# `CC(C)(O)C#Cc1ccc(CN2CCN(Cc3ccsc3)C(CCO)C2)cc1` (centres undefined) is entered as 16%	-9	16	-4%	-21%	1%	13%	-15	9%

# Continuation.
SMILES,GLP-1R agonist,DRD3 agonist,IL1B secr inh,SW480 rerep,KB-V1 cytotox,HT1080NT lethal,HT1080 IDH1KD tx,DRD3 antagonist,KB-3-1 cytotox
Cc1ccc(C(=O)Oc2coc(CSc3nnc(NC(=O)C4CC4)s3)cc2=O)cc1,-16%,-4,-11,4%,14%,-1%,-16%,-19,1%
Cn1c(=O)c2c(nc(SCCN3CCOCC3)n2C)n(C)c1=O,0%,-2,7,-9%,7%,3%,6%,-10,-3%
O=C(Cc1c(Cl)cccc1Cl)OCC(=O)N1CCN(C(=O)c2ccco2)CC1,5%,2,40,-13%,-6%,4%,-1%,16,19%
CC(Oc1ccc2c3c(c(=O)oc2c1)CCCC3)C(=O)NCCCn1ccnc1 (centres undefined),1%,5,7,?,0%,-1%,14%,16,11%
COCc1cccc(-c2csc(C(O)c3cccc(OC)c3)n2)c1 (centres undefined),9%,-23,-18,/,-3%,1%,-19%,-8,?
COc1ccc(-c2coc3c(C(=O)Nc4cccc(NS(C)(=O)=O)c4)cccc23)c(C)c1,-7%,3,-15,/,?,?,?,26,?
CN(C1=NC(=O)C(CC(=O)Nc2ccc(Br)cc2)S1)c1ccc(O)cc1 (centres undefined),6%,1,0,4%,0%,?,7.9µM*,7,-2%
COc1ccccc1CNS(=O)(=O)c1cc(C(=O)NCc2ccccn2)c(Cl)cc1Cl,13%,-11,-18,-87%[inhibitor],?,-3%,-1%,-16,-6%
CCN(CC)C(=O)c1sc2c(c1C)c(=O)n(-c1ccc(C)c(C)c1)c(=O)n2CC(=O)NCC1CCCO1 (centres undefined),6%,2,-1,1%,-2%,-2%,-3%,-6,6%
O=C(NCCc1ccccc1)C1CCN(C(=O)Nc2ccccc2)CC1,0%,-11,1,-519%[inhibitor],27%,0%,-2%,1,14%
Cc1cccc(C(O)c2ncc(-c3ccc(F)cc3)[nH]2)c1C (centres undefined),-2%,-3,-20,/,-7%,2%,-17%,?,0%
CCOC(=O)c1c(O)c(Cl)c(C)[nH]c1=O,-3%,-2,4,-15%,?,14%,16%,15,-4%
COc1ccc2nc(SCC(=O)NCc3ccc(OC)c(OC)c3)[nH]c2c1,-1%,6,13,-15%,11%,15%,10%,-5,15%
Cc1ccc(F)cc1C(=O)N1CCCC(C)(C(=O)NS(=O)(=O)C2CC2)C1 (centres undefined),-5%,9,17,/,4%,24%,19%,0,0%
CC(=O)Nc1ccc(-c2csc(-c3cccnc3)n2)cc1,12%,-15,-55*,8%,-10%,-22%,-27%,?,-32%
NC(CSC1(c2ccccc2)c2ccccc2-c2ccccc21)C(=O)O (centres undefined),-20%,3,24,-3%,-22%,-2%,-5%,5,3%
CN(C)CCCn1c(-c2ccccc2)nc(=S)c2c1CCCC2,4%,-5,-5,3.3µM*,18%,-5%,13%,-8,6%
Fc1ccc(Oc2cnns2)cc1,6%,-6,23,1%,?,-4%,19%,28,12%
Cc1cc(C)nc(SCC(=O)N/N=C/c2cccnc2)n1,-1%,4,14,-5%,7%,18%,13%,16,3%
CCN(CC)c1ccc(/C=N/Nc2ccc(C)cc2)c(O)c1,0%,-4,-7,-7%,-5%,-7%,-6%,0,-3%

# The order is random; overall some 12% were active at least once.
